p53ts 32C tox = qHTS Screen for Compounds that Selectively Target Cancer Cells with p53 Mutations: Cytotoxicity of p53ts Cells at the Permissive Temperature; H1299-p53A138V at 32C, ATP luminescence viability, 24 h; Potency, µM (highest dose often 46.1 µM), inactives show at the top dose activity change, negative = cytotoxicity, hits mostly cytotoxic; 0.93% of 130,000 active; AID 924, 2007;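 also: 0% = DMSO and -100% = full killing by reference compound; nearly all actives have a fitted effect of over 55% in size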
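H1299-p53 A138V cells (temperature-sensitive p53) exposed 24 h to up to 46 uM compound at 32C, where p53 is wild-type in conformation. Viability read as ATP luminescence and normalised to DMSO and 100 uM tamoxifen. AC50 fitted with the Hill equation.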
Peg3 imprint = qHTS Assay for Compounds that Induce Erasure of Genomic Imprints; 0.02% of 110,000 active; mouse ES Peg3-LacZ reporter, beta-gal luminescence, 40 h; Potency, µM (doses to about 60.7 µM), inactives show top-dose activity change, positive = activation, actives largely listed as activators;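 also: 0% = negative control wells on the plate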
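Each well holds 300 Peg3LacZ-Neo (maternal) female ES cells incubated 40 h at 37C, 5% CO2. LacZ is measured by BetaGlo luminescence, with AC50 and maximum efficacy derived from dose-response curves.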
p53ts 39C kill = qHTS Screen for Compounds that Selectively Target Cancer Cells with p53 Mutations: Cytotoxicity of p53ts Cells at the Nonpermissive Temperature | AID 902, 2007 | 1.5% of 130,000 active | H1299-p53A138V viability at 39C, ATP luminescence, 24 h | Potency, µM (series often up to 46.1 µM), for the others: at the top dose activity change, negative = cell killing, hits mostly cytotoxic; also: nearly all actives have a fitted effect of over 55% in size
IkB sig inh = IkB Signaling. ABC-DLBCL IkBa-CBG/CBR dual luciferase ratio, 4 h; response scale: scaled: untreated 0%, proteasome inhibitor 100%. AID 445, 2006. Potency, µM (titrated, usually from 57.1 µM), without a hit: top-dose IkBa stabilization activation. 0.04% of 110,000 active; active = well fitted curve in the direction sought with a large enough effect in the signal ratio, not every such curve was filed as active; inconclusive = small, poorly fitted or top-dose-only effect, or a change in a side signal; the % refers to the signal ratio;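 also: the direction sought is a rising ratio; 0% = basal untreated cells and 100% = reference inhibitor full response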
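In this assay, an IκBα–CBG68 fusion accumulates when IKK-driven degradation is blocked; native CBR normalizes for cell number. OCI-Ly3 cells were treated 4 h with compound and doxycycline, then green and red light read after Chroma-Glo addition.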
The depositor's hits bear a star; ? = inconclusive; · = no result given; [ ] = remark or other dose. Unless noted, calls follow the shape of the dose curve; as a rule, active = well fitted curve in the direction sought with a large enough effect; inconclusive = small, poorly fitted or top-dose-only effect, or another doubt; inactive = no such curve, though single readings can be large; an effect the other way counts as inactive or inconclusive. Unless noted, % is scaled to controls: 0 for no effect and ±100 for the full control effect; potency is read from the fitted curve at half-maximal effect.

entry | smiles | p53ts 32C tox | Peg3 imprint | p53ts 39C kill | IkB sig inh
1 | O=C(OCCN=C1NS(=O)(=O)c2ccccc21)C1CC(=O)N(c2ccc(Cl)cc2)C1 (stereo unspecified) | -3% | -8% | 7% | 4.0%
2 | O=C(Nc1ccc(Br)cc1)c1cccc(S(=O)(=O)N2CCc3ccccc32)c1 | -2% | -14%[10.9 µM] | -21% | ?
3 | Cc1oc(-c2ccccc2F)nc1CS(=O)(=O)CC(=O)NCCCN1CCc2ccccc2C1 | -9% | -19% | -12% | -0.7%
4 | CCN(CC)CCNC(=O)CCn1c(=O)c2cccn2c2cccnc21 | 0% | -11%[10.9 µM] | -8% | -0.8%
5 | O=C(CNS(=O)(=O)c1ccc(Br)s1)N1CCC(N2CCCCC2)CC1 | -15% | -10% | -16% | -0.4%
6 | O=c1cc(NCc2ccccc2)c2ccccc2o1 | 2% | 21% | 16% | -0.2%
7 | CCCCNC(=O)CSc1nc2cc3c(cc2c(=O)n1CCCC(=O)NCc1ccc(OC)cc1)OCO3 | 14% | -8%[10.9 µM] | -2% | -0.4%
8 | CC(C)Oc1ccc(/C=N/NC(=O)C(CSCc2ccccc2)NC(=O)c2ccc([N+](=O)[O-])cc2)cc1 (stereo unspecified) | -5% | · | -8% | ·

One compound at a time, as listed above:
CC(C)Oc1ccc(/C=N/NC(=O)C(CSCc2ccccc2)NC(=O)c2ccc([N+](=O)[O-])cc2)cc1 (stereo unspecified) across the screens: p53ts 32C tox = -5%; Peg3 imprint = ·; p53ts 39C kill = -8%; IkB sig inh = ·
O=c1cc(NCc2ccccc2)c2ccccc2o1 across the screens: p53ts 32C tox = 2%; Peg3 imprint = 21%; p53ts 39C kill = 16%; IkB sig inh = -0.2%
O=C(Nc1ccc(Br)cc1)c1cccc(S(=O)(=O)N2CCc3ccccc32)c1 across the screens: p53ts 32C tox = -2%; Peg3 imprint = -14%[10.9 µM]; p53ts 39C kill = -21%; IkB sig inh = ?

Additional results follow.
entry | smiles | p53ts 32C tox | Peg3 imprint | p53ts 39C kill | IkB sig inh
9 | CCn1nnc(NC(=O)c2ccc(-c3ccc(Cl)cc3)o2)n1 | -6% | -13% | -20% | ?
10 | Cc1ccc(-n2ccnc(NCc3cccs3)c2=O)cc1C | -11% | -6%[10.9 µM] | -7% | 3.7%
11 | CCCCCn1c(=O)[nH]c2cc(C(=O)N3CCN(c4cc(Cl)ccc4C)CC3)ccc2c1=O | -9% | -12%[10.9 µM] | -23% | ?
12 | O=C(O)c1ccc(NS(=O)(=O)c2ccsc2C(=O)O)cc1 | 2% | -8% | 4% | ·
13 | CC(=O)N1CCc2cc(Br)cc(S(=O)(=O)CCC(=O)N3CCN(c4cccc(C)c4C)CC3)c21 | 2% | -13%[10.9 µM] | -25% | ?
14 | Cc1ccc(Nc2c(-c3ccc(C)cc3)nc3cnccn23)cc1 | 16% | -8%[10.9 µM] | -1% | ?
15 | Cc1ccccc1NC(=O)CSc1nc(=O)n(CCN2CCOCC2)c2c1CCC2 | -1% | -11%[10.9 µM] | 21% | 1.3%
16 | CCOC(=O)c1sc(NC(=O)c2cccnc2)nc1C | ? | -33%[inhibitor] | -25% | 4.0%
17 | CCOC(=O)/C(C#N)=C1/C=CNC(=O)N1 | 10% | -10% | 19% | 0.7%
18 | CCOc1ccc(C(F)(F)F)cc1NC(C)=O | -4% | 23% | -3% | -1.8%
19 | CN=C(Nc1cc(C)nn1CCC#N)c1ccc(F)cc1 | -2% | -5% | 0% | 0.5%
20 | CCc1nc2onc(C)c2c(=O)n1CC(=O)O | 6% | -9%[10.9 µM] | 27% | 2.1%
21 | O=C(CN1CCCN(Cc2cccc(F)c2)S1(=O)=O)Nc1ccc2c(c1)OCCO2 | 4% | -12%[10.9 µM] | 17% | ?
22 | COc1ccc(CCNC(=O)CSC2=Nc3ccccc3C3=NC(C(C)C)C(=O)N23)cc1OC (stereo unspecified) | 3% | -3% | -8% | -1.4%
23 | CC(=O)Nc1ccc(S(=O)(=O)NCCC(=O)OCCN2C(=O)c3ccccc3C2=O)cc1 | 2% | -1% | -9% | 1.5%
24 | O=C(Nc1cccnc1)c1ccc(Br)s1 | -3% | -47%[inhibitor] | -9% | 0.4%
25 | CCCCCOC(=O)CSc1ncnc2sc3c(c12)CCC(C)C3 (stereo unspecified) | 1% | -3%[10.9 µM] | 12% | ?
26 | CC(=O)c1ccc(NC(=O)CSc2nc(C3CCCC3)nc3c2c(=O)n(C)c(=O)n3C)cc1 | 7% | -10%[10.9 µM] | -12% | ?
27 | Cc1nn(-c2ccc(N3CCCCC3)nn2)c(C)c1CCC(=O)NCc1ccc(OC(C)C)cc1 | -7% | -12%[10.9 µM] | -25% | ?
28 | CC1Cc2ccccc2N1C(=O)CSc1nc2cc3c(cc2cc1C#N)OCO3 (stereo unspecified) | 6% | -1% | 14% | 2.2%
29 | CCC(C)(NC(=O)c1ccc(=O)[nH]c1)C(=O)NC1CCCC1 (stereo unspecified) | -1% | 2% | 5% | 0.7%
30 | Cc1cccc(OCC(O)Cn2c(=N)n(CCN3CCOCC3)c3ccccc32)c1 (stereo unspecified) | -15% | -6% | -17% | 1.5%
31 | COc1ccc(Cc2nnc(NC(=O)C3CCCO3)s2)cc1 (stereo unspecified) | 3% | -10% | 1% | -1.0%
32 | CCOC(=O)c1[nH]c(C)c(C(=O)N2CCOCC2)c1C | 3% | -7% | 3% | -1.7%

Sorted by molar mass (low to high): part of the list above.
entry | smiles | p53ts 32C tox | Peg3 imprint | p53ts 39C kill | IkB sig inh
32 | CCOC(=O)c1[nH]c(C)c(C(=O)N2CCOCC2)c1C | 3% | -7% | 3% | -1.7%
31 | COc1ccc(Cc2nnc(NC(=O)C3CCCO3)s2)cc1 (stereo unspecified) | 3% | -10% | 1% | -1.0%
30 | Cc1cccc(OCC(O)Cn2c(=N)n(CCN3CCOCC3)c3ccccc32)c1 (stereo unspecified) | -15% | -6% | -17% | 1.5%

4 of these compounds, set out differently.
Results follow in this order: p53ts 32C tox	Peg3 imprint	p53ts 39C kill	IkB sig inh
#27 Cc1nn(-c2ccc(N3CCCCC3)nn2)c(C)c1CCC(=O)NCc1ccc(OC(C)C)cc1
  -7%	-12%[10.9 µM]	-25%	?
#31 COc1ccc(Cc2nnc(NC(=O)C3CCCO3)s2)cc1 (stereo unspecified)
  3%	-10%	1%	-1.0%
#25 CCCCCOC(=O)CSc1ncnc2sc3c(c12)CCC(C)C3 (stereo unspecified)
  1%	-3%[10.9 µM]	12%	?
#28 CC1Cc2ccccc2N1C(=O)CSc1nc2cc3c(cc2cc1C#N)OCO3 (stereo unspecified)
  6%	-1%	14%	2.2%

Other results follow.
entry | smiles | p53ts 32C tox | Peg3 imprint | p53ts 39C kill | IkB sig inh
33 | C=CCNC(=O)c1cc([N+](=O)[O-])cc2c(=O)[nH]c(Nc3ccc(Cl)c(Cl)c3)nc12 | 1% | -7% | 2% | ·
34 | Cc1ccc(S(=O)(=O)N(CC(=O)O)Cc2ccccc2F)cc1 | 0% | -1% | 13% | 1.1%
35 | CCOc1ccc(C(=O)Nc2ccc(NC(=O)c3ccco3)c(Cl)c2)cc1Br | -18% | -24% | -28% | -0.9%
36 | COC(=O)c1ccc(-n2nnnc2SCc2nn[nH]n2)cc1 | -2% | -7% | 7% | 3.0%
37 | COc1ccccc1CNS(=O)(=O)c1cc(-c2cc(C)no2)ccc1C | 0% | -6%[10.9 µM] | -1% | -1.8%
38 | O=C(CCn1c(=O)oc2ccccc21)Nc1ccccc1 | -4% | · | -5% | ?
39 | Cn1c(NC(=O)c2ccccc2NC(=O)C(C)(C)C)nc2ccccc21 | 4% | -14% | 5% | ?
40 | CC(C)C(=O)OCc1cc(=O)n2nc(C3CC3)sc2n1 | 4% | -11%[10.9 µM] | 16% | -2.6%
41 | C=CCSc1nncn1/N=C/c1ccc(OC)cc1 | -20% | -4% | ? | -3.7%
42 | COCCn1c(=N)c(C(=O)NCCc2ccccc2)cc2c(=O)n3cccc(C)c3nc21 | -6% | -3% | 2% | 2.9%
43 | CCOC(=O)Nc1ccc2c(c1)N(C(=O)CN1CCN(C)CC1)c1ccccc1S2 | -3% | -9% | -6% | -0.3%
44 | Cc1ccc(Cc2nc3ccccc3nc2SCC(=O)N2CCC(C)CC2)cc1 | 2% | -9%[10.9 µM] | 1% | ?
45 | O=C(CSc1nc2ccccc2s1)NCCCN1CCOCC1 | -7% | -24% | -3% | 0.6%
46 | Cc1ccc(N(Cc2cccs2)C(=O)c2ccccc2Cl)cc1 | -8% | -7%[10.9 µM] | -15% | ?
47 | Cc1occc1-c1nnc(SCC(=O)Nc2ccccc2)n1C(C)c1ccccc1 (stereo unspecified) | -19% | -17% | -11% | ?
48 | Cc1[nH]nc(N=CC2=C(O)CC(C)(C)CC2=O)c1-c1ccccc1 | -16% | -12% | -21% | 1.1%

This is a random part of the collection. Share with any hit: about 1.7%.
